Screening results from PubChem BioAssay.
TGFb inhibitor – qHTS for Inhibitors of TGF-b | HepG2 CAGA-GFP TGF-b/SMAD3 reporter, GFP fluorescence, 18 h; TGF-beta stimulated, 500 pg/mL final | Potency, µM (series often up to 46.1 µM), inactives show at the highest dose activity, negative = inhibition, most hits filed as inhibitors | hit rate 1.2% among 410,000 | AID 588855, 2011; note: potency is the fitted concentration of half-maximal effect; % is set by controls: 0 for no effect and ±100 for the full control effect; nearly all actives have a fitted effect of over 65% in size
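Read-out: total well GFP (ex488/em500-530) summed from mean per-cell fluorescence. Cells: HEPG2 CAGA-GFP, 1% FBS DMEM, 18 h at 37 degrees C with 500 pg/mL final TGF-beta. Unstimulated wells served as the full-inhibition control; stimulated DMSO wells = 0%.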
A549 tox – Nrf2 qHTS screen for inhibitors: counterscreen for cytotoxicity | AID 504648, 2011 | hit rate 0.16% among 390,000 | A549 ARE-Fluc cells, CellTiter-Fluor viability, 18-24 h | Potency, µM (top dose mostly 46 µM), without a hit: at the top dose activity change, negative = cytotoxicity, most hits filed as inhibitors; note: potency is the fitted concentration of half-maximal effect; % is set by controls: 0 for no effect and ±100 for the full control effect
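A549 ARE-Fluc cells in 5% FBS OPTI-MEM, 5000 cells/well, rested 2 h then exposed to compounds in concentration-response for 18-24 h at 37 °C. Viability by CellTiter-Fluor fluorescence (Ex 405/Em 525) after 30 min; luciferase luminescence (BugLite, 15 min, RT) read afterwards.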
Nrf2 block – Nrf2 qHTS screen for inhibitors; A549 ARE-Fluc reporter, luciferase luminescence, 18-24 h; Potency, µM (series often up to 46 µM), for the others: at the highest dose activity change, negative = inhibition, usual class: inhibitors; hit rate 2.1% among 360,000; AID 504444, 2011; note: potency is the fitted concentration of half-maximal effect; % is set by controls: 0 for no effect and ±100 for the full control effect; nearly all actives have a fitted effect of over 60% in size
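Reporter: ARE-Fluc in A549. Exposure: 18-24 h, 37 °C, 5% CO2, 5% FBS OPTI-MEM. Readouts: fluorescent cytotoxicity (CellTiter-Fluor), then luminescent Nrf2 signal after BugLite.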
CCT modulator – High-Throughput Screening for Modulators of Cytosolic Chaperonin Activity | hit rate 0.3% among 360,000 | purified chaperonin ATPase assay, HTRF ADP detection, 30 min | AID 651819, 2012 | activity change, % (test concentration not listed), hits read low; in the data active = activity change below about -30%; note: % is set by controls: 0 for no effect and ±100 for the full control effect
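We incubate TRiC, 40 or 20 nM final, with library compounds at 76 uM and 10 uM ATP for 30 min at 37 °C. ADP formed is detected with Transcreener HTRF reagents after 30 min at room temperature.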
Akt phos inh – HTS Assay for Inhibitors of Akt Phophorylation: Primary Screen; Neuro2A IGF-stimulated pAkt S473 HTRF, 20 min; hits give low values; activity change, % for hits at 50 µM; hit rate 0.32% among 360,000; AID 651550, 2012; in the data active = activity change below about -80%; inconclusive = mostly about -51% to -80%; note: % is set by controls: 0 for no effect and ±100 for the full control effect
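Single-point screen (50 µM final compound) in Neuro2A cells stimulated 20 min with 6 nM IGF at 37 deg C. After lysis, Ser473-phosphorylated Akt read by HTRF (ex 330 nm, em 615/665 nm) as the 665/615 ratio.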
EPAC2 ag – qHTS for Agonist of cAMP-regulated guanine nucleotide exchange factor 4 (EPAC2): primary screen; EPAC2 activation, biochemical qHTS; response scale: 100% = 6.5 mM cAMP response; Potency, µM (series often up to 154 µM), for inactives: at the highest dose activation, actives largely listed as activators; hit rate 0.079% among 360,000; note: potency is the fitted concentration of half-maximal effect; nearly all actives have a fitted effect of over 50% in size
Target sequence (Q8WZA2 whole entry, looked up): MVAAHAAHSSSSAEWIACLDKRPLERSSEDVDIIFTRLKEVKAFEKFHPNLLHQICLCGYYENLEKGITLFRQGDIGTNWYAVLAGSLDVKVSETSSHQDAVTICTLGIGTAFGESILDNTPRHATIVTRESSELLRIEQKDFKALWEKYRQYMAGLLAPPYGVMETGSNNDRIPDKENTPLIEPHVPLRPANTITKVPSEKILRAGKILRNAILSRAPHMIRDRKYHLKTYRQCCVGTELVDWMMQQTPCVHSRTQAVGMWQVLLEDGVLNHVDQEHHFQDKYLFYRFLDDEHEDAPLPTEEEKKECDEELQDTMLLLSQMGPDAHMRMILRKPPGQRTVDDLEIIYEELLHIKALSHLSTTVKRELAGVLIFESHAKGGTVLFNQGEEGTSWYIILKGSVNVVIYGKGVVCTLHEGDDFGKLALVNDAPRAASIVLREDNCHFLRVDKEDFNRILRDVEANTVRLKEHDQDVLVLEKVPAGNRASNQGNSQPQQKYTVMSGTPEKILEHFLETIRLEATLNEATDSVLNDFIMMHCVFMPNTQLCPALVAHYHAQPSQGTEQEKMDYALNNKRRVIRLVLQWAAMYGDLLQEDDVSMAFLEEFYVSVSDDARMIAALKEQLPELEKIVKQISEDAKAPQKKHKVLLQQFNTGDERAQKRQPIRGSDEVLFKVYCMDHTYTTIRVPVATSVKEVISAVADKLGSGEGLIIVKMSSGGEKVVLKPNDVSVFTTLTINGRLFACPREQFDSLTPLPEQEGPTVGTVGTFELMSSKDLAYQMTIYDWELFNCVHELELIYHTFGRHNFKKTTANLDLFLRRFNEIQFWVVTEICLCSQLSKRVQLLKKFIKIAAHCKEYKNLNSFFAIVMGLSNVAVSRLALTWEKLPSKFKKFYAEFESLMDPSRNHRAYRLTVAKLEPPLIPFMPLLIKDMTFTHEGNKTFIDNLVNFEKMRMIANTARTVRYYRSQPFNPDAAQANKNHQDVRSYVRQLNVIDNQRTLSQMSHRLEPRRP
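Each well held 100 nM EPAC2, 250 nM RAP1B-BODIPY-GDP and 50 uM GDP. Fluorescence, read at 5-min intervals to 30 min, was referenced to a 6.5 mM cAMP positive control.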
Nrf2 ARE act – qHTS of Nrf2 Activators. hit rate 0.31% among 410,000. Potency, µM (series often up to 46.1 µM), inactives show at the highest dose activation, usual class: activators. AREc32 ARE-luciferase reporter (MCF7-derived line), luminescence, 24 h. AID 624171, 2012; note: potency is the fitted concentration of half-maximal effect; % of control where 0% means no effect; nearly all actives have a fitted effect of over 65% in size
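Reporter line AREc32 (ARE-Fluc), seeded overnight in OPTI-MEM with 5% FBS; compound pin-transferred, 24 hr at 37 deg C, 5% CO2; luminescent read-out.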
MmCpn inh – Inhibitors of TCP-1 ring complex (TRiC) of Methanococcus maripaludis (MmCpn): qHTS | Chaperonin Mm-Cpn (Methanococcus maripaludis) | AID 504842, 2011 | Potency, µM (highest dose often 76.9 µM), inactives show top-dose activity, negative = inhibition, most hits filed as inhibitors | purified Mm-Cpn ATPase, ADP Transcreener TR-FRET | hit rate 0.031% among 330,000; note: potency is the fitted concentration of half-maximal effect; % is set by controls: 0 for no effect and ±100 for the full control effect; nearly all actives have a fitted effect of over 80% in size
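Compound-treated chaperonin, 25 nM final, turns over 10 uM ATP at 37°C for 30 min following a 10 min preincubation; ADP generated competes with ADP-d2 for Eu-cryptate antibody, lowering FRET.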
EPAC2 antagonist – qHTS for Antagonist of cAMP-regulated guanine nucleotide exchange factor 2 (EPAC2): primary screen. EPAC2 GEF exchange of Rap1B-BODIPY-GDP, fluorescence. Rap guanine nucleotide exchange factor 4 (Homo sapiens), Q8WZA2. Potency, µM (highest dose often 114 µM), inactives show at the top dose activity, negative = inhibition, usual class: inhibitors. AID 720708, 2013. hit rate 0.18% among 360,000; note: potency is the fitted concentration of half-maximal effect; % is set by controls: 0 for no effect and ±100 for the full control effect; nearly all actives have a fitted effect of over 45% in size; many of its hits are not listed in these tables
Starred values were filed as active, the others as inactive; i = inactive; ? = inconclusive; nt = no result given; & = joins results of further samples; [ ] = another dose, or the depositor's remark. Unless noted, calls come from the whole dose curve; as a rule, active = well fitted curve in the direction sought with a large enough effect; inconclusive = small, poorly fitted or top-dose-only effect, or another doubt; inactive = no such curve, though single readings can be large; an effect the other way counts as inactive or inconclusive.

SMILES	TGFb inhibitor	A549 tox	Nrf2 block	CCT modulator	Akt phos inh	EPAC2 ag	Nrf2 ARE act	MmCpn inh	EPAC2 antagonist
O=S1(=O)N[C@@H](Cc2ccccc2)COc2cc(N3CCC[C@H]3CO)ccc21	nt	nt	nt	0.9	i	8%	-1.2%	nt	-5%
CC1NC(=O)NC1CCCCCC(=O)Nc1ccc(F)cc1 (stereo not given)	-17%	7%	4%	1.6	i	5%	-0.4%	0%	18%
CCOc1ccc(NC(=O)CCNS(=O)(=O)c2cccs2)cc1	14%&-13%	0%&11%	18%[9.27 µM]	2.2	i	7%	-0.7%&-0.5%	?	-3%
CCCNC(=O)c1cc(C2CCCCN2C(=O)c2ccc(OC)cc2)on1 (stereo not given)	6%	nt	nt	-0.6	i	-4%	-0.7%	nt	13%
COc1cc(C2NC(=O)NC(C)=C2C(=O)OC2CCC(C)CC2)ccc1O (stereo not given)	-20%	-12%	-18%	-2.8	i	2%	3.0%	-1%	-8%
Cc1ccc(NC(=O)CN2CC(C)SC2=NC2CCCCC2)cc1 (stereo not given)	?	3%&-14%	0%	0.0&-6.0	i	3%&-7%	3.8%&0.0%	2%	-12%&3%
Cc1ccnn1CC(=O)N/N=C/c1cn[nH]c1-c1ccccc1	-1%	4%	2%	0.2	i	12%	-0.7%	-2%	13%
COC(=O)CCC(=O)OC1(C)C(=O)C2=CN(c3ccc(OC)cc3)C(c3ccc(OC)cc3)=CC2=C(Br)C1=O (stereo not given)	-27%	-9%	-1%	-1.9	i	3%	6.4%	nt	-12%
Cc1ccc(-c2ccc(/C=N/N3C(=O)C4C5C=CC(C6CC56)C4C3=O)o2)c([N+](=O)[O-])c1 (stereo not given)	-6%	3%	3%	-0.8	i	-6%	5.7%	1%	7%
Nc1nc(NCc2ccccc2)nc(Nc2ccc(F)cc2)c1[N+](=O)[O-]	18%	21%	23%	-0.6	i	6%	2.2%	-2%	-6%
Cc1ccc(C(CNS(=O)(=O)c2ccccc2)N2CCN(C)CC2)cc1 (stereo not given)	-1%	?	?	-0.9	i	-1%	0.0%	0%	11%
Cc1ccc(S(=O)(=O)ON2C(=O)c3cccc4cccc(c34)C2=O)cc1	19%	1%	-3%	1.4	i	1%	5.5%	1%	7%[57.1 µM]
CCCn1c(SCC(=O)N2CCCC2=O)nc2ccccc2c1=O	3%	5%	-4%	-6.7	i	0%	-0.3%	1%	-6%
Cc1cc(C)n2nc(SC(C)C(=O)N3CC(C)OC(C)C3)nc2n1 (stereo not given)	-7%	8%	6%	-2.5	i	9%	1.8%	-1%	-6%
Cn1c(SCC(=O)NC2CCCCC2)nnc1-c1ccccc1O	-10%	-1%	5%	-1.7	i	3%	-0.3%	0%	1%
COc1ccc(NC(=O)/C=C/c2ccc(C)o2)cc1S(=O)(=O)N1CCOCC1	2%	-5%	-9%	0.7	i	-4%	9.3%	0%	-2%
CCOC(=O)COc1ccc(S(=O)(=O)NC2CC2)cc1	6%	-1%	-11%	1.2	i	-2%	0.3%	1%	10%
C=CCOc1ccc(/C=N/O)cc1Cl	-20%	5%	14%	-1.2	i	-6%	2.0%	?	0%
COc1cccc(CNC(=O)COC(=O)CNC(=O)c2ccc(-c3ccccc3)cc2)c1	0%	8%	8%	-1.2	i	-6%	-0.5%	0%	9%
N/C(COc1ccc(Cl)cc1)=N\NS(=O)(=O)c1ccccc1	6%	4%	?	1.3	i	-1%	-0.4%	-1%	-4%
NC(=S)NN=C1c2cc(Cl)ccc2-c2c1cc(Cl)cc2[N+](=O)[O-]	?	?	?	-0.8	i	-2%	-0.3%	nt	1%
S=c1[nH]c2ccccc2n1CCc1ccncc1	?	0%	?	2.2	i	0%	2.6%	nt	5%
COc1ccc2cc(/C=N/NC(=O)c3c(Cl)cnn3C)c(Cl)nc2c1	0%	-1%	-14%	-2.9	i	-2%	1.9%	0%	-1%
CCN(CC)CCNC1=NCCn2c1cc1cc(OC)ccc12	3%	?	10%	-0.7	i	6%	3.2%	-3%	-3%
O=C(NCC1COc2ccccc2O1)c1c[nH]c2ccc(S(=O)(=O)N3CCOCC3)cc2c1=O (stereo not given)	-12%	2%	-2%	-0.1	i	-10%	3.5%	2%	12%
CCCN(CCC)C(=O)Cn1c(=O)n(-c2ccc(C)cc2)c(=O)c2ccc(C(=O)NCc3ccccc3Cl)cc21	-9%	1%	2%	nt	nt	nt	-1.0%	nt	nt
Cc1ccnc(SCc2cn3c(C)cccc3n2)n1	-15%	7%	2%	0.1	i	11%	17%	2%	0%
COc1ccc2c(c1)CCC(C)N2S(=O)(=O)c1ccc(C2CNC(=O)C2)cc1 (stereo not given)	1%	6%	-18%	-4.9	i	8%	0.2%	0%	-2%
COc1ccc(-c2csc3ncn(-c4ccc(C)cc4)c(=O)c23)cc1OC	3%	-10%	2%	-9.0	i	6%	0.8%	-1%	45µM*
CN(CCc1ccccc1)C(=O)c1[nH]c(C(F)(F)F)nc1-c1ccccc1	-28%	nt	nt	0.4	i	4%	0.6%	nt	3%
O=C(Cn1nnc(-c2ccccc2)n1)N/N=C/c1ccc(-c2ccc(Cl)cc2)o1	25%	-4%	?	-2.4	i	-4%	-0.8%	1%	11%
OCCNc1nc(Nc2ccccc2)nc(Nc2ccccc2)n1	10%	1%	nt	2.0	i	16%	3.9%	2%	6%
COc1cccc(NC(=O)CC2Nc3cc(C)c(C)cc3NC2=O)c1 (stereo not given)	-12%	-2%	9%	nt	nt	nt	4.3%	nt	nt
COc1ccc(NC(=S)Nc2ccc3nsnc3c2)cc1	?	6%	14%	0.2	i	24%	2.9%	-19%	?
Cc1cc([N+](=O)[O-])nn1CC(=O)N1CCOCC1	-8%	1%	4%	-1.5	i	6%	0.5%	3%	-4%
Cc1ccc(NC(=S)Nc2cccc(S(=O)(=O)Nc3c(C)n(C)n(-c4ccccc4)c3=O)c2)cc1	-11%	6%	?	0.3	i	5%	0.1%	0%	16%
Cc1ccn(C(CC(=O)c2ccc(Br)cc2)C(=O)O)n1 (stereo not given)	-1%	0%	-15%	0.4	i	7%	19%	2%	12%
CCC1(C)NC(=O)N(CC(=O)NCC(=O)Nc2c(C)cc(C)cc2C)C1=O (stereo not given)	36%[activator]	10%	-22%	1.5	i	12%	-0.2%	0%	2%
Cc1ccc(S(=O)(=O)Nc2ccc3c4c(cccc24)CC3)c(C)c1	?	-15%	?	-1.0	i	13%	0.4%	nt	8%
COc1cc(C2CC(=O)c3c([nH]c(C(=O)OCc4ccc(C)cc4)c3C)C2)cc(OC)c1OC (stereo not given)	?	-9%	2.3µM*	nt	nt	nt	4.0%	nt	nt
Cc1cccc(OCCC(=O)OCC(=O)N2CCc3ccccc32)c1	13%	10%	13%	-3.2	i	1%	0.1%	0%	-5%
Cc1ccc(Oc2ncnc3sccc23)cc1	?	-5%	?	0.6	i	-8%	?	1%	12%
Cc1c(Br)c(=O)oc2c(Br)c(O)ccc12	16%	-2%	-17%	0.0	i	3%	0.3%	-7%	-1%
C=CCN(c1ccccc1)S(=O)(=O)c1ccc2[nH]cc(C(=O)NCCOC)c(=O)c2c1	-4%	0%	-21%	-1.2	i	6%	-0.7%	-2%	7%
Cc1ccc(OCC(=O)OCC(=O)NC2CCCCCC2)cc1C	-13%	nt	nt	-3.3	i	1%	-1.3%	nt	3%
Cc1cc(=O)[nH]c(N/N=C/c2cc(C)n(-c3ccccc3)c2C)n1	-1%	-1%	?	-14	i	13%	-0.1%	-3%	3%
CCC(=O)Oc1ccc(C(=O)Nc2ccc3c(c2)OCO3)cc1	?	-4%	?	-1.3	i	9%	0.2%	-4%	1%
COc1ccccc1NC(=O)CCCN1C(=O)C(c2ccccc2)Oc2cccnc21 (stereo not given)	3%	-2%	-7%	0.5	nt	7%	0.0%	1%	-9%
CCNC(=O)C(=O)N1CCC2(CC1)OCCN2S(=O)(=O)c1ccc(C)cc1	2%	5%	1%	1.3	i	5%	0.4%	-2%	5%
COc1cccc(NC(=O)CN(C)C(=O)c2cc(S(=O)(=O)Nc3ccccc3OC)ccc2C)c1	2%	-15%	-26%	0.1	i	7%	-0.3%	nt	-3%
Cc1ccc(-c2nc(CN3CCN(C(=O)C4CCCO4)CC3)cs2)cc1 (stereo not given)	?	-6%	?	0.4	i	1%	-0.1%	0%	7%
O=C(OCc1cccc(Cl)c1)c1cc([N+](=O)[O-])ccc1N1CCOCC1	-8%	-6%	-6%	-1.1	i	6%	-0.8%	-2%	-2%
CCn1cc(C(=O)Nc2ccc(Cl)cc2Cl)cn1	-3%	-19%	8%	1.6	i	4%	2.2%	nt	2%
CCOC(=O)C1CCN(C(=O)Cn2cnc3sc(C)c(S(=O)(=O)N4CCCCC4)c3c2=O)CC1	7%	1%	6%	-1.1	i	4%	-0.4%	2%	6%

Whole records, quoted from the list. Screens in order: TGFb inhibitor, A549 tox, Nrf2 block, CCT modulator, Akt phos inh, EPAC2 ag, Nrf2 ARE act, MmCpn inh, EPAC2 antagonist
CCOC(=O)C1CCN(C(=O)Cn2cnc3sc(C)c(S(=O)(=O)N4CCCCC4)c3c2=O)CC1 reads 7%, 1%, 6%, -1.1, i, 4%, -0.4%, 2%, 6%
CCn1cc(C(=O)Nc2ccc(Cl)cc2Cl)cn1 reads -3%, -19%, 8%, 1.6, i, 4%, 2.2%, nt, 2%

The list is partial (hit frequency here may not be typical).
